# NR5A2 inv ag: LRH-1 (NR5A2) inverse agonists, primary screen, cell-based, luminescence, HEK293T, StAR-luciferase reporter; actives 0.13% (n = 360,000); LRH-1 transfected, 24 h; Nuclear receptor subfamily 5 group A member 2 (Homo sapiens), O00482; inhibition, % at 3.6 µM; AID 602396, 2012;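 active = inhibition above the mean inhibition of all tested compounds plus 3 SD, cut at about 73% in these data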;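 note: 0% = DMSO wells and 100% = reporter-only cells lacking LRH-1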
# CF NFkB block: inhibitors of PAF-induced NF-kB signaling, primary screen, cell-based, GFP fluorescence, uHTS | KKLEB NF-kB-GFP reporter, GFP fluorescence overnight | inhibition, % at 5 µM | actives 0.86% (n = 360,000);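 active = at least 50% inhibition at 5 µM, scaled per plate between neutral and stimulator controls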;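 note: PAF is a Pseudomonas aeruginosa culture filtrate used as stimulus; plate controls were PAF-stimulated DMSO wells for no effect and unstimulated DMSO wells for full effect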
# C8 TRAIL sens: viability loss with TRAIL in NB7+C8 cells, primary screen, TRAIL sensitizer project, cell-based, ATPlite luminescence; inhibition (viability loss, TRAIL sensitization), % at 10 µM; actives 1% (n = 360,000); AID 624354, 2012;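 active = compounds causing at least 50% loss of cell viability in the single-dose screen, relative to plate controls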
# KKLEB tox: cytotoxicity in KKLEB CF airway cells, primary screen, cytotoxicity control for CF NF-kB inhibitor project, cell-based, uHTS, fluorescence assay plates; KKLEB CF airway cells viability, ATPlite luminescence, overnight; active compounds read low; cells stimulated with P. aeruginosa culture filtrate; activity change (cytotoxicity), % at 5 µM; actives 0.36% (n = 360,000); AID 602141, 2011;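 active = corrected activity change at or below -50% at 5 µM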
# NCOA2 inhibitor: inhibition of GAL4-SRC2 driven luciferase reporter, primary screen, SRC2 inhibitor project, cell-based, luminescence. Nuclear receptor coactivator 2 (Homo sapiens), Q15596. HEK293 GAL4-SRC2 luciferase reporter. inhibition, % at 9 µM. actives 0.17% (n = 370,000). AID 651957, 2012;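 active = inhibition above the mean inhibition of all tested compounds plus 3 SD, set per campaign, cut at about 52% in these data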;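 note: 0% = DMSO treated cells and 100% = cells given Gossypol at 36 µM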
# NCOA1 inh: SRC1 coactivator transcriptional activity inhibitors, primary screen, cell-based, luminescence | Nuclear receptor coactivator 1 (Homo sapiens), Q15788 | HEK293 GAL4-SRC1 luciferase reporter | inhibition, % at 3.6 µM | actives 0.12% (n = 360,000) | AID 588354, 2011;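 active = inhibition above the campaign mean plus 3 SD, with each screening campaign given its own cutoff, cut at about 60% in these data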;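 note: 0% = DMSO treated cells and 100% = gossypol at 36 µM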
# TROY NFkB inh: inhibitors of TROY-driven NF-kB signaling, primary screen, Q293 LMP1-TROYcd cells, NF-kB luciferase, uHTS | Q293 LMP1-TROYcd NF-kB luciferase reporter, 4 h | inhibition, % at 10 µM | actives 0.98% (n = 360,000) | AID 1347056, 2019;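 active = compounds whose plate-normalised and pattern-corrected inhibition of the luciferase reporter signal at the single screening dose is 50% or more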
# NCOA3 inh: SRC3 coactivator transcriptional activity inhibitors, primary screen, cell-based, luminescence. actives 0.17% (n = 360,000). AID 588352, 2011. inhibition, % at 3.6 µM. HEK293 GAL4-SRC3 luciferase reporter. Nuclear receptor coactivator 3 (Homo sapiens), Q9Y6Q9;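 active = inhibition above a per-campaign cutoff, the mean of all compounds plus 3 SD, cut at about 60% in these data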;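 note: 0% = DMSO-treated cells and 100% = gossypol-treated cells at 36 µM; higher means less SRC3-driven luciferase light from the GAL4 reporter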
# NR2F2 inh: NR2F2 transcriptional activity inhibitors, primary screen, cell-based, luciferase reporter, HEK293T, luminescence. COUP transcription factor 2 (Homo sapiens), P24468. HEK293T NGFI-A luciferase reporter. inhibition, % at 8.6 µM. actives 0.7% (n = 370,000). AID 686940, 2013;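 active = inhibition above a per-plate cutoff, mean inhibition of test wells between control levels plus 3 SD, cut at about 38% in these data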;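 note: cells cotransfected with COUP-TFII expression vector driving the NGFI-A reporter; 0% = median of COUP-TF2 test wells and 100% = reporter-only cells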
# TWEAK Fn14 block: inhibitors of TWEAK-Fn14 signaling, primary screen, luciferase reporter cells, uHTS; actives 2% (n = 360,000); inhibition, % at 10 µM; AID 1159606, 2016; TWEAK-stimulated Fn14 reporter cells, luciferase luminescence, 8 h; in the data active = inhibition above about 50%
# EBV LMP1 NFkB: EBV LMP1-driven NF-kappaB luciferase reporter inhibitors, primary screen, cell-based, luminescence, single point; inhibition, % at 12.5 µM; LMP1-induced NF-kappaB luciferase reporter cells; actives 0.69% (n = 350,000); in the data active = inhibition above about 41%;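 note: 0% = neutral control wells and 100% = reference inhibitor control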
# Active calls of the source: *; / = not tested or not shown.
SMILES,NR5A2 inv ag,CF NFkB block,C8 TRAIL sens,KKLEB tox,NCOA2 inhibitor,NCOA1 inh,TROY NFkB inh,NCOA3 inh,NR2F2 inh,TWEAK Fn14 block,EBV LMP1 NFkB
CCOC(=O)CNC(=O)C1COc2ccccc2O1 (stereo unspecified),-3,3,-3,5,0,-12,16,14,-7,-13,6
CCOC(=O)C1C2C=CC3(CN(c4cccc(Cl)c4)C(=O)C13)O2 (stereo unspecified),26,-6,-11,12,-26,2,-28,9,-7,13,3
O=[N+]([O-])c1ccccc1S(=O)(=O)Nc1ccc(S(=O)(=O)N2CCOCC2)cc1,-5,-3,-2,-10,-1,-8,5,-24,-9,-2,7
Cc1c(C(=O)NNC(=O)Nc2ccc([N+](=O)[O-])cc2)oc2ccccc12,-5,15,15,-6,-2,3,-4,-64,-6,-7,3
COc1cccc(/C=C2\Oc3ccc(O)cc3C2=O)c1O,-138,-6,65*,3,-57,-86,-6,-212,-24,-29,7
O=[N+]([O-])c1ccc(-c2c(O)c3ccccc3c3nc4ccccc4nc23)cc1,-15,42,26,-9,-3,-10,54*,6,5,22,9
COc1ccc2[nH]c(=O)c(CN(Cc3ccco3)C(=O)c3ccccc3)cc2c1,-17,-11,-8,-2,-5,-17,-21,-10,-13,-18,6
N/C(=N\OC(=O)/C=C/c1ccccc1Cl)c1cccnc1,-121,-2,26,-9,-78,-78,-67,-73,-33,-3,/
O=C1C2=C(Nc3ccccc3SC2c2ccco2)c2ccccc21 (stereo unspecified),-46,4,1,-4,-37,-24,5,-61,-15,21,-14
Cc1cccc(N2CC(C(=O)Nc3cccc(S(=O)(=O)N4CCCCC4)c3)CC2=O)c1C (stereo unspecified),-6,-9,2,10,20,-3,21,25,47*,26,1

# Single records, as listed above.
# N/C(=N\OC(=O)/C=C/c1ccccc1Cl)c1cccnc1 reads NR5A2 inv ag = -121; CF NFkB block = -2; C8 TRAIL sens = 26; KKLEB tox = -9; NCOA2 inhibitor = -78; NCOA1 inh = -78; TROY NFkB inh = -67; NCOA3 inh = -73; NR2F2 inh = -33; TWEAK Fn14 block = -3; EBV LMP1 NFkB = /
# O=C1C2=C(Nc3ccccc3SC2c2ccco2)c2ccccc21 (stereo unspecified) reads NR5A2 inv ag = -46; CF NFkB block = 4; C8 TRAIL sens = 1; KKLEB tox = -4; NCOA2 inhibitor = -37; NCOA1 inh = -24; TROY NFkB inh = 5; NCOA3 inh = -61; NR2F2 inh = -15; TWEAK Fn14 block = 21; EBV LMP1 NFkB = -14

# Remaining list, next part.
SMILES,NR5A2 inv ag,CF NFkB block,C8 TRAIL sens,KKLEB tox,NCOA2 inhibitor,NCOA1 inh,TROY NFkB inh,NCOA3 inh,NR2F2 inh,TWEAK Fn14 block,EBV LMP1 NFkB
COc1cc(/C=N/NC(=O)c2ccc(F)cc2)ccc1OC(=O)c1ccco1,-35,18,3,-12,-42,-19,-26,-22,-34,-44,5
COc1ccc(N2CCN(CC(=O)N3CCC(C)CC3)CC2)cc1,5,-2,-18,-1,7,11,-3,6,11,2,3
O=C(Nc1ccsc1C(=O)O)c1ccc(Cl)cc1,-66,-11,-2,-2,-71,-143,-22,-64,-16,16,-41
Cc1ccc(NC(=O)CNC(=O)c2cccc(Cl)c2)nc1,-24,6,2,-8,-8,-6,-43,-6,-40,-5,2
COc1ccc2c(CC(=O)NC(Cc3ccc(Cl)cc3)C(=O)O)cc(=O)oc2c1C (stereo unspecified),-9,10,-14,-12,6,3,12,6,-28,6,-2
O=C(C1CC(=O)N(c2ccc(Br)cc2)C1)N1CCCC1 (stereo unspecified),-9,-24,26,7,-38,8,8,-1,12,3,-1
CC(=O)N1CCCc2ccc(NS(=O)(=O)c3ccc(C)cc3)cc21,4,16,12,-6,24,5,16,1,13,1,4
NS(=O)(=O)c1ccc(CCNC(=O)NC2(C(F)(F)F)Oc3ccccc3O2)cc1,-6,-21,18,3,-11,-22,-22,-11,-11,9,2
C=CCS/C(=N\n1cnc2ccccc2c1=O)N(CC)CC,-8,0,-6,11,-25,9,-31,-8,6,9,-7
COC(=O)CC1COc2ccccc2N1C(=O)c1ccc(Cl)cc1 (stereo unspecified),6,4,-19,-7,19,13,-13,-7,5,18,5
O=[N+]([O-])c1ccc(-c2ncc(-c3ccc(Br)cc3)o2)cc1,3,-22,-7,7,-10,-19,-20,24,4,-28,-15
O=C(Nc1ncc(Cc2ccc(C(F)(F)F)cc2)s1)c1ccc(-c2cccc([N+](=O)[O-])c2)o1,12,-23,29,1,-16,0,9,45,-4,42,13
O=C(O)C(c1ccccc1)N1C(=O)/C(=C\c2ccc(-c3ccccc3Cl)o2)SC1=S (stereo unspecified),14,-22,-6,6,5,-14,9,-14,16,-8,1
COc1ccc(NC(=O)c2cnc(C)cn2)cc1-n1cnnn1,11,-11,-17,-2,-15,9,-13,19,-6,-5,-1
O=C(c1ccc(Cl)c(S(=O)(=O)N2CCOCC2)c1)N(c1ccccn1)C1CCCCC1,19,-22,0,14,3,-5,11,10,-8,-26,6
CC(C)(C)c1ccc(C(=O)Nc2ccc(CN3CCS(=O)(=O)CC3)cc2)cc1,19,-5,43,-9,16,16,-6,14,47*,17,13
Cc1noc(C)c1S(=O)(=O)Nc1ccc(O)c2c(=O)cc(-c3ccccc3Cl)oc12,1,2,-4,4,-11,-1,8,12,2,-4,-5
Cc1ccc(S(=O)(=O)N(C)CCN(C)S(=O)(=O)c2ccc(C)cc2)cc1,9,14,-18,-3,-2,6,8,9,-11,10,2
COc1cc(/C=N/Nc2nncn2/N=C/c2ccc(O)c(OC)c2)ccc1O,14,3,75*,-6,1,-25,-45,-39,-4,-20,-6
C[C@H]1CN(C2CCCCC2)C(=O)[C@@H]1CC(=O)NCc1ccccc1,10,-13,5,-1,-11,-34,-13,11,7,-6,1
COc1ccc(CCN(Cc2cc3ccc(C)cc3n3nnnc23)C(C)=O)cc1OC,6,-15,0,3,23,-1,6,-1,6,-2,-29
CCCCCCCC(=O)N/N=C/c1ccco1,-11,-6,-16,6,-16,11,22,13,-13,-4,0
COc1cc(OC)c(C(=O)/C=C/c2ccccc2)c(O)c1O,12,17,12,8,22,2,19,6,2,64*,-1
Clc1ccc(OCc2nn3c(-c4ccncc4)nnc3s2)cc1,3,15,26,-6,-24,5,10,16,-1,5,3
COc1ccc(C(C(=O)NCc2ccccc2)N(Cc2cccs2)C(=O)c2cnccn2)cc1 (stereo unspecified),6,-4,0,-4,10,4,14,1,0,29,-6
NC(=O)C1CCN(C(=O)c2ccc(NC3=NC4CS(=O)(=O)CC4S3)cc2)CC1 (stereo unspecified),2,3,2,-1,1,5,-6,7,9,5,3
O=C(CSc1nnc(CNc2ccc(Cl)cc2)n1Cc1ccccc1)NCc1ccco1,-5,13,0,-6,-18,4,8,2,13,7,7
O=C(CN1CCc2ccccc2C1)Nc1ccccc1N1CCCCCC1,3,17,7,-4,/,2,-7,4,/,28,-2
Nc1nc(N)nc(-c2cc([N+](=O)[O-])ccc2O)n1,5,61*,-4,-21,-16,12,2,-3,12,41,-19
O=C(Nc1cccc(F)c1)c1cc(S(=O)(=O)NCCC2=CCCCC2)ccc1F,23,-9,15,-3,28,10,23,26,35,44,23
CC(C)NC(=O)CSc1nc(N)c(NC(=O)c2ccccc2F)c(=O)[nH]1,-27,4,1,-5,5,0,7,16,5,-2,-4
CC1CCCN(C(=O)C(C)Sc2nc(-c3ccccc3)cc(C(F)(F)F)n2)C1 (stereo unspecified),-17,24,-7,-6,15,4,29,15,15,0,-5
CCOc1ccc2c(O)csc2c1,-11,0,-14,-4,-1,-3,-15,-9,-8,-14,7
Oc1csc(Cc2nc(-c3ccc4ccccc4c3)cs2)n1,-60,-31,10,5,-69,-66,3,-44,-31,1,-50
CC(=O)c1cccc(NC(=O)Cc2coc3cc4c(cc23)CCC4)c1,-20,-8,5,1,-9,11,27,13,5,14,6
CC1(C)OC(=O)C(=CNCCc2ccc(O)cc2)C(=O)O1,-5,13,9,24,-47,-80,1,14,9,8,-2
Cc1cc(C)c2[nH]c(=O)c(CN(Cc3cccs3)C(=S)NCc3ccco3)cc2c1,-13,0,10,1,-1,3,39,8,30,64*,16
Cc1cccc(NC(=O)NCC(c2ccc(F)cc2)N2CCN(C)CC2)c1 (stereo unspecified),-15,-9,-5,1,-2,14,-11,1,-16,-20,-6
O=C(NCCCN1CCOCC1)c1nn(-c2ccccc2)c(=O)c2ccccc12,-15,17,11,6,10,-7,5,3,11,8,-11
Cc1nc2c3ccccc3n(CC(=O)c3ccc(F)cc3)c(=O)n2n1,11,-10,-8,0,-1,-9,11,-12,18,-6,-2
COC(CC(=O)NNC(=S)Nc1ccccc1)OC,9,-10,2,14,9,-4,0,-14,8,-64,-28
C[C@H](CO)N1C[C@H](C)[C@@H](CN(C)S(=O)(=O)c2ccc(F)cc2)Oc2c(NC(=O)Nc3ccc4c(c3)OCO4)cccc2C1=O,-30,13,-1,3,2,3,-19,11,-12,10,-10
CN(C)C(CNc1ncnc2sccc12)c1cccs1 (stereo unspecified),2,-1,-8,1,6,-6,7,1,-4,-15,8
CCOC(=O)N1CCN(C(=O)C2CCN(S(=O)(=O)N3CCCC3)CC2)CC1,6,-10,-16,0,-6,-22,0,-5,-4,-3,0
Cc1nc2ccc(S(=O)(=O)NC(C(=O)N3CCCC3)C(C)C)cc2s1 (stereo unspecified),0,-14,-9,-9,-3,10,-2,-11,4,5,-2
CC(=O)Nc1ccc(NC(=O)COC(=O)[C@@H]2CCCN2C(=O)c2cccs2)cc1,-7,-13,-4,-5,8,6,-1,-1,-2,-19,3
COc1ccc(C(=O)NC(=S)Nc2ccc(Cl)c(C(=O)O)c2)cc1,-8,-9,2,-8,-3,-4,-46,-30,-35,16,-3
Cc1cc(C)c(C#N)c(SCc2cn3ccccc3n2)n1,-26,12,1,-3,-34,-20,54*,1,-12,41,17
O=C(c1cccs1)N(Cc1nc2sc3c(c2c(=O)[nH]1)CCCC3)C1CCCC1,-28,0,9,4,-2,-37,17,-109,-8,-39,-12
CCOC(=O)C1CCCN(C(=O)c2cccc3ccccc23)CC1 (stereo unspecified),-6,-9,-6,11,8,2,-19,-6,8,11,/
Cn1c(C(=O)N2CCN(C(=O)c3ccco3)CC2)cc2c(=O)n3ccccc3nc21,15,-11,23,-3,-15,-11,-21,5,1,4,8
O=C(CNC(=O)c1ccco1)Nc1ccc(F)cc1,-8,-2,2,6,-18,-11,-24,-1,-11,-6,1
COc1ccccc1NC(=S)NCc1cccnc1,6,-6,-2,-1,-15,8,7,-5,-4,-10,-6

# Screening results deposited in PubChem by several laboratories.

# Outcome played no part in choosing rows; 4.2% or so of the library scored in one or more.
